# Screens: PubChem, The Scripps Research Institute Molecular Screening Center
# CHRM1 antagonist – antagonists of human M1 muscarinic receptor; P11229; CHO-K1 hM1, Fluo-8 calcium fluorescence, ACh EC80 antagonist; inhibition, % at 3 µM; actives 1.3% (n = 360,000);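 active = percent inhibition above its own plate's cutoff, namely the mean of that plate's compound wells plus 3 SD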;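 note: peak over basal fluorescence ratio during 140 s after agonist addition; 0% = ACh EC80 plus DMSO and 100% = DMSO alone without agonist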
# Target sequence (P11229 whole entry, looked up): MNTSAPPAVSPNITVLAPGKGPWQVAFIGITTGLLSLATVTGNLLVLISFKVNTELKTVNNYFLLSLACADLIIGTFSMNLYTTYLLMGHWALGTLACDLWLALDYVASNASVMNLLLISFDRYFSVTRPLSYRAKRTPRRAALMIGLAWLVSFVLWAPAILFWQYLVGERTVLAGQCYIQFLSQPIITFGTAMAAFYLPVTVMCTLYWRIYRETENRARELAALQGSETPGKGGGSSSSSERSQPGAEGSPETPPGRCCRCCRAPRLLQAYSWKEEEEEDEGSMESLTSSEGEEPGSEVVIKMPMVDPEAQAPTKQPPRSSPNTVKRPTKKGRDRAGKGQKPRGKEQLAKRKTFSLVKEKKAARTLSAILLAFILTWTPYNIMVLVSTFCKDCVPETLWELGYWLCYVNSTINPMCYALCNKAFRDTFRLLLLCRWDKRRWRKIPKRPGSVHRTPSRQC
# M5 antag – CHRM5 antagonism in calcium assay; P08912; inhibition, % at 3 µM; actives 0.59% (n = 360,000); AID 624040; CHO-hM5 cells, Fluo-8 calcium fluorescence, ACh EC80;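 active = inhibition above a per-plate cutoff, the mean of that plate's test compounds plus 3 SD, cut at about 27% in these data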;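 note: 0% = acetylcholine EC80 with DMSO and 100% = DMSO without agonist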
# TAAR1 agonist – human TAAR1 agonism; CHO RD-HGA16 TAAR1, Fluo-8 calcium fluorescence; vehicle wells 0%, saturating PEA agonist 100%; activation, % at 3 µM; Q96RJ0; actives 0.99% (n = 360,000);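 active = activation above the mean activation of all test compounds in the run plus 3 SD, cut at about 38% in these data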
# Target sequence (Q96RJ0 whole entry, looked up): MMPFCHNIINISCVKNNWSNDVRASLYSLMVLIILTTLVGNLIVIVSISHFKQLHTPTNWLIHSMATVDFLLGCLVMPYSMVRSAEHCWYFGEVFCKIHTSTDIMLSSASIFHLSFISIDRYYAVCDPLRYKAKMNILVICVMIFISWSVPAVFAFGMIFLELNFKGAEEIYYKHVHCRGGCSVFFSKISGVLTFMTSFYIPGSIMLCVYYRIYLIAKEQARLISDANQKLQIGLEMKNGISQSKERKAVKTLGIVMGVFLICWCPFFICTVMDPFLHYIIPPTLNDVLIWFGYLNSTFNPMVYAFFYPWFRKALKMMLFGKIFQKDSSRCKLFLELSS
#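 test system = CHO RD-HGA16 cells carrying human TAAR1 plus Gα16 | schedule = 17-24 h seeding, 75 min 37 °C dye, 30 min RT | compound dosing = 3 µM single concentration | control set = DMSO and PEA EC100 | replicates = n 1 | signal = Fluo-8 fluorescence, 5 s baseline then 140 s kinetic read | measure = percent activation vs PEA EC100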
# M1 PAM – potentiates human M1 receptor response to acetylcholine; P11229; CHO-K1 hM1, Fluo-8 calcium fluorescence, ACh EC20; 0% = ACh EC20, 100% = maximal ACh; activation, % at 3 µM; actives 0.088% (n = 360,000); AID 588819; in the data active = activation above about 19%, passing the limit was not always enough
# M5 ag – agonists of human muscarinic M5 receptor (CHRM5). P08912. CHO-K1 hM5 cells, Fluo-8 calcium fluorescence; 0% DMSO wells, 100% maximal acetylcholine response. activation, % at 3 µM. actives 0.19% (n = 360,000). AID 624037;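 active = activation above the run's mean over test compounds plus 3 SD, cut at about 23% in these data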;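 note: signal is peak over basal fluorescence ratio across the kinetic read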
# CHRM4 antagonist – antagonists of human muscarinic M4 receptor (CHRM4); AID 624125; CHO-hM4 cells, ACh EC80, Fluo-8 calcium fluorescence; actives 0.73% (n = 360,000); inhibition, % at 3 µM; P08173;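 active = inhibition above its plate's cutoff, the mean inhibition of sample wells plus 3 SD, cut at about 27% in these data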;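 note: 0% = acetylcholine EC80 with DMSO and 100% = DMSO without agonist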
# CHRM1 agonist – agonists of human M1 muscarinic receptor. actives 0.33% (n = 360,000). activation, % at 3 µM. CHO-K1 hM1, Fluo-8 calcium fluorescence, agonist mode; 0% DMSO, 100% acetylcholine EC100. AID 588814;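 active = activation above the run's mean compound activation plus 3 SD, cut at about 16% in these data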;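 note: peak over basal fluorescence ratio within a 140 s kinetic read after compound addition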
# CHRM4 agonist – CHRM4 agonism in calcium assay; AID 624127; actives 0.14% (n = 360,000); CHO-K1 hM4/Gqi5, Fluo-8 calcium fluorescence; vehicle 0%, full acetylcholine response 100%; activation, % at 3 µM; P08173;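 active = activation above the run mean over all test wells plus 3 SD, cut at about 32% in these data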;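 note: peak over basal fluorescence ratio per well then scaled between controls; 0% = DMSO wells and 100% = acetylcholine at EC100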
# CHRM5 PAM – positive allosteric modulators of human muscarinic M5 receptor; activation, % at 3 µM; CHO-K1 hM5, Fluo-8 calcium, ACh EC20 PAM; 0% = ACh EC20, 100% = ACh EC100; actives 0.3% (n = 360,000);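 active = activation above the run cutoff, the mean activation of all test compounds plus 3 SD, cut at about 18% in these data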
#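 Test system: CHO-K1 hM5 cells / Doses: single-point, 3 µM nominal / Times: Post-acetylcholine fluorescence recording 140 s / Technique: Fluo-8 calcium fluorescence / Measure: Max/basal fluorescence ratio as % of EC20–EC100 ACh window / Benchmarks: low control EC20 acetylcholine (0%), high control EC100 acetylcholine (100%) / Replicates: one well per compound, no replicates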
# Active calls of the source: *; . = no result given.
SMILES,CHRM1 antagonist,M5 antag,TAAR1 agonist,M1 PAM,M5 ag,CHRM4 antagonist,CHRM1 agonist,CHRM4 agonist,CHRM5 PAM
CCc1nnc(NC(=O)c2cccc(S(=O)(=O)N3CCN(C)CC3)c2)s1,10,-9,4,-6,0,-3,2,0,4
COCCNC(=O)CN1C(=O)c2cccc3cccc1c23,0,2,3,4,0,3,-3,0,3
Nc1nnc(SCC(=O)c2ccc3c(c2)NC(=O)CO3)s1,-9,0,3,7,-2,2,-3,0,-4
Cc1nn(-c2ccccn2)c2c1C(c1ccsc1)C1=C(CCCC1=O)N2 (stereo unspecified),4,2,11,6,-1,-5,-5,1,6
O=C(COC(=O)Cc1ccc(Br)cc1)NCc1ccc(F)cc1,-3,12,0,3,-2,5,-6,1,5
CN1CCC(N(C)C(=O)CCc2nc3ccccc3c(=O)[nH]2)CC1,-4,10,3,0,-3,12,-7,1,-8
O=C(CSc1nnc(NC(=O)c2ccc(F)cc2F)s1)NC1CCCC1,-5,17,3,2,1,9,-1,2,-1
O=C(N/N=C/c1ccc(N2CCOCC2)cc1)c1ccc(NS(=O)(=O)c2cccs2)cc1,-9,10,4,6,0,5,-8,0,-8
O=CNC(Cc1ccccc1)C(=O)O (stereo unspecified),-6,5,1,8,-2,8,-3,0,-3
COc1ccc(/C(N)=N/OC(=O)CSc2ccc(C)cc2)cc1OC,6,-2,10,-2,-1,-5,-4,-2,3
Cc1cc2n(n1)SC(Nc1cc(Cl)ccc1Cl)N2 (stereo unspecified),0,-2,-1,0,-3,8,-5,1,3
O=C(NC12CC3CC(CC(C3)C1)C2)N1CCN(C2CCCCC2)CC1,-11,9,1,7,-5,-2,-6,1,0
NC(=O)C1CCN(c2nc(C3CC3)nc3c2nnn3Cc2ccccc2Cl)CC1,-11,-2,34,5,1,9,0,1,-3
NC(=O)CCC1NC(=S)N(Cc2ccccc2)C1=O (stereo unspecified),-7,2,2,6,2,-3,-3,3,4
Cn1c(CC(=O)Nc2ccccc2Cl)nnc1SCC(=O)NC1=NCCS1,-12,-6,0,14,-4,-14,-3,1,11
O=C(OCCN(C1=NS(=O)(=O)c2ccccc21)c1ccc(Cl)cc1)c1ccco1,27,-4,2,-14,-6,-9,-4,1,5
O=C(COC(=O)c1cc[n+]([O-])cc1)Nc1c(Cl)cccc1C(F)(F)F,-12,3,2,6,3,-1,-2,2,-1
CC(C)C[C@@H](C(=O)N[C@@H](C(=O)O)c1ccccc1)N1C(=O)N2CCc3c([nH]c4ccccc34)[C@@]2(C)C1=O,-18,1,2,11,0,10,-5,0,0
COc1ccc(C(=O)NNC(=O)CNC(=O)C2CCCCC2)cc1,-1,12,3,3,1,-2,-3,0,0
CCc1cc2c(C)cc(C)cc2nc1SCC(=O)Nc1cc(C)on1,-15,-3,2,10,0,6,-2,0,-5
Cc1cc(C)c(C#N)c(SCCN2CCOCC2)n1,7,13,2,-5,-1,5,-4,0,-1
CC(=O)OC(C)(C)C1Cc2cc3ccc(=O)oc3cc2O1 (stereo unspecified),-4,6,3,2,-4,0,-3,2,-3
CCOC(=O)c1c(-c2ccsc2)csc1N,-24,-5,7,12,0,-1,-5,0,4
COC(=O)c1ccc2c(=O)n(-c3ccccc3)c(=S)[nH]c2c1,0,12,11,6,5,-6,2,3,-5
COC(=O)c1c(NC(=O)CN2CCC3(O)CCCCC3C2c2ccccc2OC)sc(C)c1C (stereo unspecified),1,-5,0,4,-1,0,-7,-1,3
CC(=O)Nc1ccc(OCC(O)Cn2c3ccccc3c3ccccc32)cc1 (stereo unspecified),-6,-2,22,3,3,0,1,11,0
COc1cc(C(C(=O)NCC2CCCO2)N(C(=O)Cn2nnc3ccccc32)c2ccc(C(C)=O)cc2)ccc1O (stereo unspecified),5,17,0,-1,0,8,-2,1,-3
COCCNS(=O)(=O)c1ccc(-c2ccc(Cl)cc2)cc1,-11,-7,17,8,4,1,0,1,21*
Cc1cccc(NC(=O)Cn2c(=O)n(CC3CCCO3)c(=O)c3ccccc32)c1 (stereo unspecified),-7,6,0,6,-3,-27,1,1,1
N#C/C(=C\c1ccc(Oc2ccc(C(F)(F)F)cc2[N+](=O)[O-])cc1)c1nc2ccccc2[nH]1,9,1,1,-3,-3,-16,-2,1,-6
COCCN(C(=O)C1CCC1)c1nnc(-c2cccnc2)s1,-12,1,6,8,-3,0,-1,1,7
COc1ccccc1CNC(=O)CSc1nc(C)cs1,-8,0,7,9,-1,-8,-5,2,5
O=C(CCCC(=O)N/N=C\c1ccccn1)N/N=C\c1ccccn1,6,10,2,1,-1,-2,-5,1,-2
Cc1cc(F)cc(-c2cc(C(=O)NCc3ccco3)[nH]n2)c1,16,4,6,-9,0,-2,-4,3,-1
Cc1nc2ccccn2c(=O)c1NC(=O)c1ccco1,13,-14,5,-7,0,-9,-3,1,10
COc1ccc(S(=O)(=O)N(C)C[C@H]2Oc3c(NC(=O)C4CCCCC4)cccc3C(=O)N([C@H](C)CO)C[C@@H]2C)cc1,-4,6,2,8,0,1,-8,3,-4
CC(C)CC(=O)NC(=S)NCCc1ccccc1,-1,-7,14,-2,-14,-5,-7,-1,-5
COc1cc(OC)c(NC(=O)c2c(-c3ccccc3)noc2C)cc1Cl,2,-12,3,0,2,-1,-4,-1,18*
O=C(O)c1ccc(N/N=C/c2cccc3cccnc23)cc1,-6,15,11,4,0,4,-1,1,-12
CCC(C)/C(C)=N/NC(=O)c1ccc(COc2ccc(Cl)c(C)c2)cc1 (stereo unspecified),0,-6,24,3,5,2,0,7,-1

# 5 neighbouring compounds already listed, for reference:
SMILES,CHRM1 antagonist,M5 antag,TAAR1 agonist,M1 PAM,M5 ag,CHRM4 antagonist,CHRM1 agonist,CHRM4 agonist,CHRM5 PAM
N#C/C(=C\c1ccc(Oc2ccc(C(F)(F)F)cc2[N+](=O)[O-])cc1)c1nc2ccccc2[nH]1,9,1,1,-3,-3,-16,-2,1,-6
COCCN(C(=O)C1CCC1)c1nnc(-c2cccnc2)s1,-12,1,6,8,-3,0,-1,1,7
COc1ccccc1CNC(=O)CSc1nc(C)cs1,-8,0,7,9,-1,-8,-5,2,5
O=C(CCCC(=O)N/N=C\c1ccccn1)N/N=C\c1ccccn1,6,10,2,1,-1,-2,-5,1,-2
Cc1cc(F)cc(-c2cc(C(=O)NCc3ccco3)[nH]n2)c1,16,4,6,-9,0,-2,-4,3,-1

# Next structures:
SMILES,CHRM1 antagonist,M5 antag,TAAR1 agonist,M1 PAM,M5 ag,CHRM4 antagonist,CHRM1 agonist,CHRM4 agonist,CHRM5 PAM
CCCCNC(=O)CCc1c(C)nc2nc(-c3cc(OC)cc(OC)c3)nn2c1C,-1,5,0,3,-1,17,0,1,9
Cc1ccc(NC(=O)c2ccc3c(c2)CCN3S(C)(=O)=O)c(C)c1,-22,-1,4,10,5,-10,-1,9,1
N/C(Cc1ccc(Cl)cc1)=N\OC(=O)c1ccccc1,-10,0,0,-2,-5,-4,-4,1,4
Cn1cnnc1SCC(=O)Nc1nc(-c2ccccc2)cs1,0,1,5,5,5,3,-6,2,6
O=C(COC(=O)c1ccc(O)cc1O)Nc1cccc2ccccc12,7,11,9,1,6,-1,0,4,-19
CC(C)=NOc1cc(NC(=O)CCl)cc([N+](=O)[O-])c1,1,9,3,8,-2,12,-6,0,-1
CSc1nnc(-c2ccc(C(F)(F)F)cn2)o1,-4,9,2,4,-3,-1,-5,0,-6
COc1cccc2cc(C(=O)N3CC(C)OC(C)C3)c(=O)oc12 (stereo unspecified),-10,4,3,16,-1,9,2,1,-3
COC(=O)N/N=C/c1c(C)c(C(=O)c2ccc(F)cc2)n2ccccc12,20,10,12,-8,3,8,-2,12,-13
CCOC(=O)c1nn(-c2ccc(C)cc2)c2nc(Nc3ccccc3)cc(=O)n12,1,5,2,10,-2,2,-2,1,0
CCN(CC(=O)Nc1c(F)cccc1F)C(=O)c1ccc(S(=O)(=O)N2CCCCC2)cc1,-8,-6,8,5,-3,-7,-3,1,3
Nc1[nH]c(C(=O)c2ccccc2)c(-c2ccc(Br)cc2)c1C(=O)NC1CC1,.,-1,23,.,2,4,.,0,-8
Cc1cc(C)cc(NC(=O)Nc2ccccc2N2CCCCC2)c1,-3,2,-2,-1,-5,7,-5,-2,-2
Cc1cc(NC(=O)CSc2nc(-c3ccccc3)nc3c2c(=O)n(C)c(=O)n3C)no1,-8,-9,2,2,0,-17,-1,-1,3
CN(CC(=O)NCc1cccnc1)S(=O)(=O)c1ccc(F)cc1,-1,4,4,13,-1,-8,-1,2,2
C=CCN(c1ccccc1)S(=O)(=O)c1ccc2c(c1)NC(=O)C(C)C(=O)N2 (stereo unspecified),-7,-1,1,-2,1,2,-4,0,-4
Cc1ccc(Sc2ncccc2C(=O)N(C)Cc2cccs2)c(C)c1,4,1,8,-2,2,7,-1,9,0
O=C1C=C(NCc2ccco2)C2(CCCCC2)O1,8,0,5,2,-1,6,-3,0,2
COc1cccc(C(C)(O)c2nc(-c3ccoc3)cs2)c1 (stereo unspecified),-12,4,2,9,1,4,-2,2,-3
O=c1cc(CN2CCN(c3ccc(F)cc3)CC2)c2cc3c(cc2o1)CCCC3,-7,-3,3,6,1,-11,-6,1,0
CN(C)/C=C/C(=O)c1ccc(Cl)c([N+](=O)[O-])c1,-5,1,4,4,-2,-6,-2,4,0
Cc1nc2ccccc2nc1N1CCCCC1,-12,8,16,9,0,7,-3,0,-2
CSc1ccccc1NC(=O)COc1ccc(Cl)cc1,-7,-2,4,3,-1,3,-5,-3,-2
CN(C)N1C(N)=C(C#N)C(c2cccs2)C2=C1CCCC2=O (stereo unspecified),0,0,5,2,0,6,-5,0,2
COc1ccc(N2CCN(c3nc(C)c(C)c(=O)[nH]3)CC2)cc1,-4,12,0,2,-3,0,0,-1,-4
COc1cccc(C(=O)COC(=O)COc2c(C)cc(C)cc2C)c1,-4,-1,6,6,-3,3,-5,1,7
CC1(c2ccccc2)NC(=O)N(CC(=O)NCC2CCCO2)C1=O (stereo unspecified),-2,27,1,10,-1,-8,-4,1,-13
COc1cccc(C(=O)Nc2cccc(OCC(=O)O)c2)c1,2,-1,.,11,4,-3,-2,1,3
c1ccc(N=P(N2CCOCC2)(N2CCOCC2)N2CCOCC2)cc1,-7,-3,6,8,-1,-11,-4,2,-2
COc1cccc(NC(=O)NC2(C(F)(F)F)Oc3ccccc3O2)c1,-5,-6,9,6,-5,-11,0,2,7
COc1cc(C2NC(=S)NC(C)=C2C(=O)c2ccccc2)ccc1O (stereo unspecified),2,1,1,6,-5,8,-8,0,3
Cc1ccc(C(=O)NC2(C(F)(F)F)NC(=O)N(c3ccc(Cl)cc3)C2=O)cc1 (stereo unspecified),-7,-4,-1,10,-4,-2,-11,4,-1
O=S(=O)(Nc1nc2ccccc2[nH]1)c1ccc2ccccc2c1,65*,39*,.,-22,-7,70*,-8,2,-16

# These rows are one share of the data; the hit share may differ from the screen's.
